iPSC survival up – enhancers of single-cell hiPSC survival, primary screen, ATPlite luminescence | 100% = ROCK inhibitor wells, 0% = DMSO | survival enhancement, % at 20 µM | 0.044% of 360,000 active; in the data active = survival enhancement above about 18%;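 also: cells exposed to compounds for 16 hours before the ATP read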
HIF-2a inh – HIF-2a reporter inhibitors, primary screen, luminescence, 786-0 RCC cells; AID 624352, 2012; 786-0 RCC cells HIF-2a reporter, luciferase luminescence, overnight; inhibition, % at 18.8 µM; 0.72% of 360,000 active;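 active = inhibition of the luminescence signal of 40% or more relative to plate controls, in a single-dose primary screen at 18.75 µM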
aDG glyco up – activators of alpha-DG glycosylation, primary screen, uHTS, Pro5-aDG cells, AlphaScreen | activation, % at 10 µM | alpha-DG glycosylation AlphaScreen (IIH6); 0% Pro5, 100% B10-LARGE cell signal | 0.22% of 360,000 active;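 active = activation of at least 8% versus controls, or a plate z-score of at least 8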;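 also: Pro5 are CHO cells carrying HIG-tagged alpha-DG that lacks glycosylation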
NR2E3 ag-1 – inhibitors of NR2E3-RetCOR corepressor binding, primary screen, NR2E3 agonist project, biochemical, TR-FRET, GST-NR2E3, biotin-RetCOR; 1536-well; AID 2300, 2010; 0.12% of 320,000 active; inhibition of corepressor binding, % at 4.78 µM;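 active = percent inhibition above the cutoff of mean plus 3 SD of all tested compounds, set per screening campaign, cut at about 20% in these data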;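 also: 0% = DMSO wells and 100% = biotin wells as full block of FRET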
Target sequence (Q9Y5X4 whole entry, looked up): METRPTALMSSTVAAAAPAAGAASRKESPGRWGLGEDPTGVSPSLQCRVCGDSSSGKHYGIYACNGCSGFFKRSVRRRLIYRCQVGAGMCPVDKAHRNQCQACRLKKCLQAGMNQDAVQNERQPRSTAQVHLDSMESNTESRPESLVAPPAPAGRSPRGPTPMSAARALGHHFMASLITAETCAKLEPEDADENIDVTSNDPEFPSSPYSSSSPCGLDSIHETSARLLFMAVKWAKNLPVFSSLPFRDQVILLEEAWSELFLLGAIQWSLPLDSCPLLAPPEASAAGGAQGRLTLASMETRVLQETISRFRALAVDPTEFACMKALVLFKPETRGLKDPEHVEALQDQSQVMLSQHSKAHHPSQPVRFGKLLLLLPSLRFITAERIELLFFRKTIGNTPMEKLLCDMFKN
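System: GST-NR2E3 and biotin-RetCOR proteins; probe or stimulus: 7 nM biotin-RetCOR; doses: compound at 4.8 µM, single dose; schedule: Compound–protein incubation for 5 h at 4 °C; detection: time-resolved FRET; read-out: percent inhibition; controls: biotin wells as high control, 0.6% DMSO wells as low control; format: 1536-well plates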
Vif imaging – HIV Vif self-association inhibitors, primary screen, imaging, HEK293T, single point; HEK293T cells, Vif self-association by quenched fluorescence, 24 h; inhibition, % at 7.49 µM; 0.35% of 340,000 active; AID 602346, 2012; in the data active = inhibition above about 50%, passing the limit was not always enough; also: some results filed as inactive read as strong as hits
TRPM1 prom inh – inhibitors of MITF-dependent TRPM1 promoter reporter, primary screen, cell-based, SK-MEL-5, single point, luciferase. SK-MEL-5 TRPM1 promoter luciferase, 24 h. inhibition, % at 12.5 µM. 0.83% of 330,000 active;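 active = mean inhibition across replicates of 60% or more, whatever share of single replicates reaches that level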; also: values of inactives mirror those of a sister screen read the other way
CaV13 ICDI inh – Disruptors of the CACNA1D IQ motif to Ca2+-dependent inactivation inhibitor domain association, primary screening, Förster resonance energy transfer in intact living …. inhibition, % at 12.3 µM. 0.098% of 340,000 active. HEK cells, CFP/YFP FRET ICDI-IQ, plate reader, 10 min; percent FRET-ratio fall versus neutral wells;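 active = mean replicate inhibition of at least 30% and at least 1% of replicates passing that level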;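 also: 0% = median of the neutral control wells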
PDI turbidity – inhibitors of human PDI, primary screen, biochemical, turbidity, single point, plate reader; inhibition, % at 10 µM; 0.052% of 350,000 active; Protein disulfide-isomerase (Homo sapiens), P07237; PDI insulin aggregation turbidity, A650, 90 min;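 active = mean inhibition across replicates of 30% or more, whatever share of single replicates reach that level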;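 also: absorbance from insulin aggregation driven by PDI reduction with DTT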
Target sequence (P07237 whole entry, looked up): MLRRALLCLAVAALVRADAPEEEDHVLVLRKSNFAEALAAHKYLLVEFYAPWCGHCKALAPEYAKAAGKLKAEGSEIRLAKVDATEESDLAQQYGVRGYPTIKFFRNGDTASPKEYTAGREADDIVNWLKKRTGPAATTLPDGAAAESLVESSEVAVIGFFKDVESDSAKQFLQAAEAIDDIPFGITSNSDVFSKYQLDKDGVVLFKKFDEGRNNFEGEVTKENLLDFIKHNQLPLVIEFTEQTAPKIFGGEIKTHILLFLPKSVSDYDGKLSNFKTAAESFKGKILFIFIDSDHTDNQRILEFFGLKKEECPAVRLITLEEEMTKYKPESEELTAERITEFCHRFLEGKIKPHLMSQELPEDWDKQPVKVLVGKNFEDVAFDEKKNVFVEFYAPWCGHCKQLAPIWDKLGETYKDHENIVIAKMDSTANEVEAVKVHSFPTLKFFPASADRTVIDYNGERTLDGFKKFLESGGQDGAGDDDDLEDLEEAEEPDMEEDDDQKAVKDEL
Peg3 promoter – Peg3 promoter-driven luciferase inhibitors, primary screen, cell-based, HeLa, luciferase luminescence; HeLa PEG-Prom luciferase reporter, overnight; inhibition, % at 20 µM; 1.7% of 360,000 active;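 active = inhibition of at least 50% at 20 µM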
Exocytosis inh – LAMP-1 surface exposure blockers, TALL-104 cells – cell-based, flow cytometry, MLPCN library, primary screen | TALL-104 LAMP-1 surface exposure; cells stimulated with thapsigargin and PMA | inhibition, % at 10 µM | 0.66% of 360,000 active | AID 651702, 2012;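 active = inhibition above about 55%, limit read from the data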
NR2E3 ag-2 – NR2E3 agonists in two-hybrid cells, primary screen, cell-based, luminescence, CHO-S, Gal4-NCOR/VP16-NR2E3 | Photoreceptor-specific nuclear receptor (Homo sapiens), Q9Y5X4 | luciferase | inhibition of corepressor binding, % at 3.98 µM | 0.35% of 360,000 active | AID 602229, 2012;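 active = inhibition above the mean of all tested compounds plus 3 SD, cut at about 70% in these data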;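 also: 0% = DMSO with NR2E3 transfected cells and 100% = cells lacking NR2E3 construct; higher means lower luciferase signal from less NR2E3 corepressor binding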
Numbers without * were called inactive; · = no result given.

SMILES	iPSC survival up	HIF-2a inh	aDG glyco up	NR2E3 ag-1	Vif imaging	TRPM1 prom inh	CaV13 ICDI inh	PDI turbidity	Peg3 promoter	Exocytosis inh	NR2E3 ag-2
CCCN(CCC)CCCNC(=O)c1cn(-c2ccc(OC)cc2)c(=O)c2ccccc12	-1.0	13	-0.1	2	3	-3	-18	-2	5	9	-3
COc1cccc(NC(=O)COC(=O)C2CC3CCCC(C2)C3=O)c1 (stereo unspecified)	-0.3	6	-0.2	-1	-4	1	-2	-3	-7	-6	-7
CCC(=O)N1CCc2cc(S(=O)(=O)NC(Cc3ccccc3)C(=O)O)ccc21 (stereo unspecified)	-0.2	12	-0.1	-2	7	-5	-14	0	-8	1	-20
CCCN(C)C1CN(Cc2cn(Cc3ccccc3)nn2)S(=O)(=O)C1 (stereo unspecified)	0.1	-10	0.5	·	·	·	-9	·	·	19	22
c1ccc(CSc2nnnn2-c2ccc3c(c2)OCCO3)nc1	-0.1	-116	0.0	2	-2	-22	-8	0	-41	1	-27
COc1ccc(CNC(=O)C(c2ccco2)N(C(=O)c2snc(C(N)=O)c2N)c2ccccc2OC)cc1 (stereo unspecified)	-0.2	3	-0.1	-1	13	·	-2	10	9	26	-28
O=C(NCCc1nc2ccccc2[nH]1)c1ccc(Br)o1	-0.4	8	-0.1	3	9	12	-3	8	15	-4	-12
O=C(Cn1ccc2ccccc2c1=O)N1CCN(c2cccc(Cl)c2)CC1	1.7	20	0.1	4	-9	0	·	-10	17	-2	4
Cc1ccnc2nc(C(=O)Nc3nnc(-c4ccc(Cl)cc4)o3)nn12	-0.5	5	-0.2	1	-5	-10	-1	1	16	-4	-21
CC(O)c1cc2c(cc1NC(=O)c1cnn3c1NC(c1ccco1)CC3C(F)(F)F)OCO2 (stereo unspecified)	-1.8	17	-0.2	1	-4	-6	-1	-10	15	2	3
CCC/C=C/c1ccc(CN2C(C(C)C)C(=O)N(Cc3cn(Cc4ccco4)nn3)CCS2(=O)=O)cc1 (stereo unspecified)	-0.9	-35	0.1	·	1	·	-7	20	21	-1	-22
CCc1nc2c(OCc3cccc(Cl)c3)cccn2c1N(C)C(=O)Nc1ccccc1OC	0.8	25	0.0	·	-10	·	-7	0	26	4	-2
CCOc1ccc(S(=O)(=O)N(CC(=O)N2CCc3ccccc32)Cc2ccco2)cc1	10	7	0.5	4	-26	5	-4	5	21	0	3
Cc1ccc(S(=O)(=O)N2CCC(=O)N(CCOCc3ccc(F)cc3)CC2)cc1	-1.4	3	0.3	2	14	7	-9	4	12	0	-1
Cc1ccc(/C=C2/C(=O)c3ccc(C(=O)O)cc3C2=O)o1	1.9	4	-0.2	·	3	-1	-19	1	4	-5	-33

5 compounds from above with just iPSC survival up.
SMILES | iPSC survival up
Cc1ccnc2nc(C(=O)Nc3nnc(-c4ccc(Cl)cc4)o3)nn12 | -0.5
CC(O)c1cc2c(cc1NC(=O)c1cnn3c1NC(c1ccco1)CC3C(F)(F)F)OCO2 (stereo unspecified) | -1.8
CCC/C=C/c1ccc(CN2C(C(C)C)C(=O)N(Cc3cn(Cc4ccco4)nn3)CCS2(=O)=O)cc1 (stereo unspecified) | -0.9
CCc1nc2c(OCc3cccc(Cl)c3)cccn2c1N(C)C(=O)Nc1ccccc1OC | 0.8
CCOc1ccc(S(=O)(=O)N(CC(=O)N2CCc3ccccc32)Cc2ccco2)cc1 | 10

Carrying on:
SMILES	iPSC survival up	HIF-2a inh	aDG glyco up	NR2E3 ag-1	Vif imaging	TRPM1 prom inh	CaV13 ICDI inh	PDI turbidity	Peg3 promoter	Exocytosis inh	NR2E3 ag-2
COc1cccc(N2CCN(c3ccc4nnc(CCC(=O)Nc5cccc(C(C)=O)c5)n4n3)CC2)c1	-0.4	3	0.3	0	-12	3	-5	0	5	-2	-22
Cc1ccc(O)c(NC(=S)NC(=O)COc2ccc(Br)cc2)c1	-1.1	10	-0.1	4	11	18	40*	-6	22	-1	-11
COc1ccc(NCc2ccc([N+](=O)[O-])s2)cc1	-2.3	-52	0.3	3	-2	-19	-4	-14	-19	8	3
O=C1C2C3C=CC(O3)C2C(=O)N1Cc1ccncc1 (stereo unspecified)	1.5	4	0.2	·	-6	1	-5	7	8	-4	-15
CC/C(=N\NC(N)=O)c1ccc(OC)c(OC)c1	0.8	10	-0.1	-2	4	·	-20	7	12	3	-26
O=C(CN1C(=O)NC2(CCCC2)C1=O)OCCOc1ccc(Cl)cc1Cl	0.9	-15	-0.4	0	2	-7	-4	-7	-15	2	-5
O=C(Nc1ccccc1N1CCN(C(=O)c2ccccc2)CC1)c1ccc(Br)o1	-0.5	1	-0.1	3	-7	1	·	-9	29	-10	-37
CC(=O)Nc1ccc(-c2ccnc3c2CC(C)(C(=O)NCC2CC2)O3)cc1 (stereo unspecified)	-3.4	6	-0.1	·	·	·	-5	-2	10	-4	-34
CC(=O)c1cccc(N2C(=NC(=O)CCc3ccccc3)SC3CS(=O)(=O)CC32)c1 (stereo unspecified)	-0.5	8	0.4	2	2	-5	-4	-6	11	4	7
CCCOc1ccc(C(=O)N2CCN(c3ccc(N)cc3Cl)CC2)cc1	-3.3	10	-0.2	-1	-5	5	-5	4	10	1	11
CC1CCCCC1NC(=O)CCCn1c(=S)[nH]c2ccccc2c1=O (stereo unspecified)	-0.2	20	0.0	1	5	-12	4	-4	11	0	-5
NS(=O)(=O)c1ccc(N2CCOCC2)c(C(=O)NCc2ccc3c(c2)OCO3)c1	0.3	18	-0.5	·	1	-8	-5	6	20	-1	3
CCCNC(=O)N1CCN(S(=O)(=O)c2ccc(C)c(C)c2)CC1	0.2	-4	0.2	0	·	-6	-9	-3	9	0	-9
CC(CC(=O)O)CC(=O)NNC(=O)c1cccc(Br)c1 (stereo unspecified)	-0.6	16	-0.1	3	-2	-5	-6	-3	7	-2	-44
COc1cc(NC(=S)NCCCO)c(OC)cc1Cl	1.8	4	-0.3	3	·	12	-2	0	12	-2	1
CCN1C(=O)CSC1=Nc1ccc(OC)cc1	-0.7	4	0.0	2	-3	4	-20	-2	-11	-3	-17
O=C(CCCCn1c(=O)[nH]c2ccccc2c1=O)NCc1ccc2c(c1)OCO2	1.6	7	0.0	1	-1	0	·	-6	-12	0	-13
Cc1ccc(S(=O)(=O)Nc2nc3ccccc3nc2NCc2ccco2)cc1C	9.0	-12	0.7	0	-23	1	-4	-3	14	-3	49
Cc1c(C(=O)N/N=C/C(C)C)[nH]c2c([N+](=O)[O-])cccc12	-0.4	11	-0.2	1	-35	0	-10	1	5	3	-23
CN(C)S(=O)(=O)c1ccc(Cl)c(NC(=O)COC(=O)CCC(=O)c2cccs2)c1	0.3	8	0.1	-1	-3	-3	2	1	-5	2	-17
CCOC(=O)c1cnn(-c2ncnc3c2cnn3C)c1N	1.1	-227	0.2	-1	-2	-50	-20	-1	-215	12	-27
CCC(C)c1ccc(NC(=O)Nc2cccnc2)cc1 (stereo unspecified)	-0.8	-272	-0.1	-3	2	-108	-7	-2	-304	-13	-101
CC(=O)Nc1ccc(S(=O)(=O)NCC2CCC(C(=O)NCCCN(C)Cc3ccccc3)CC2)cc1 (stereo unspecified)	0.5	8	-0.4	-1	-10	-10	-2	-3	11	-1	-9
COc1ccc(CN2CC(=O)N(c3ccccc3C)C2=S)cc1OC	1.2	12	-0.1	0	-3	8	5	-6	5	-1	-14
C/C(=N\NC(=O)C(O)c1ccccc1)c1ccc(Cl)cc1 (stereo unspecified)	0.0	1	0.0	5	-5	11	-3	-3	-2	0	-8
C=CCn1c(SCC(=O)NC(C)(C)C)nnc1-c1ccccc1O	0.1	-8	-0.1	7	-7	-4	-5	-6	14	-1	-1
OCc1nc2ccccc2n1C/C=C/c1ccccc1	1.3	-7	-0.1	0	5	-7	-6	-2	0	-2	-3
COc1ccc(Cl)cc1NC(=O)Nc1cn(C)nc1C	-0.4	1	-0.2	2	4	6	-1	-4	4	-19	12
COC(=O)c1[nH]c2cc(OC)ccc2c1NC(=O)c1nonc1C	0.3	2	3.2	-2	15	11	-3	3	32	-1	-5
C[N+](C)(C)CCCCCCCCCC[N+](C)(C)C	-1.9	7	-0.1	0	-2	7	-5	-3	10	-1	18
Cc1cc(C)nc(SCC(=O)N/N=C/C=C/c2ccccc2)n1	0.7	18	0.0	2	·	8	7	-32	6	-2	1
O=C(Nc1ccc(Cl)cc1)Nc1ccc(C(=O)N2CCOCC2)cc1	0.7	-37	0.2	-2	-3	-16	-14	-1	-33	0	-31
Cc1c(NC(=O)C23CC4CC(CC(Br)(C4)C2)C3)c(=O)n(-c2ccccc2)n1C	-0.1	2	-0.4	-2	9	-6	-7	-2	-8	-6	5
CCN(CCC#N)c1ccc(N2C(=O)CCCC2=O)cc1[N+](=O)[O-]	0.1	17	0.0	-2	6	-4	-4	0	4	-8	7
COc1ccc(CNS(=O)(=O)c2ccc3c(c2)N(C(C)=O)CCO3)cc1	-0.4	-3	0.0	-1	-4	-4	-1	0	-11	-10	15
CC1(C)CC(=O)C(C(C2=C(O)CC(C)(C)CC2=O)c2cccc(O)c2)C(=O)C1 (stereo unspecified)	0.3	22	0.1	-3	25	20	-4	-3	6	-1	-14
COC(=O)c1ccccc1NC(=O)c1ccc2c(c1)OCCO2	-2.3	-78	-0.1	-3	-2	-2	·	-3	-38	-2	-90
Nc1nc2c(F)c(F)c(F)cc2s1	0.9	-14	-0.3	1	3	7	-4	1	-2	-2	-8
COc1ccc(C(=O)N2CCCCC2c2cc(C(=O)NCc3ccc(F)cc3)no2)cc1 (stereo unspecified)	-1.7	16	-0.2	·	-8	·	-5	-3	4	-3	16
COc1cccc(C2=NN(C(=O)c3ccco3)C(c3ccco3)C2)c1 (stereo unspecified)	0.2	-88	0.1	0	-6	7	·	-20	-75	0	-56
CC(=O)N1C(C(=O)O)Cc2c([nH]c3ccccc23)C1(C)C (stereo unspecified)	-0.5	8	0.1	0	17	-12	-5	2	-5	0	-2
Cc1cccc(C(=O)O)c1O	1.1	14	-0.2	·	2	·	·	·	-4	-4	13
O=C(COC(=O)CCNS(=O)(=O)c1ccc(Cl)cc1)NCc1ccccc1	-1.2	3	-0.2	·	-1	·	-13	1	-1	-5	7
Cc1cccc(/C(N)=N/OC(=O)N2CCOCC2)c1	-2.1	-77	-0.1	-4	34	-12	·	1	-94	2	-19
Cc1cc(C)n2nc(C(=O)OCC(=O)Nc3ccc(F)cc3F)nc2n1	-0.4	15	-0.3	1	1	1	-6	-3	5	4	-27
